LMNA splice mod = modulators of lamin A splicing; Potency, µM (doses to about 46.1 µM), inactives show top-dose ratio change, negative = inhibition, actives largely listed as inhibitors; actives 0.01% (n = 200,000); HeLa LMNA splicing GFP/RFP minigene ratio, 48 h; AID 1487; active = well fitted inhibition curve with a large enough effect in the signal ratio, with a control signal flat, not every such curve was filed as active; inconclusive = small, poorly fitted or top-dose-only effect, or effect the other way, or a change in a side signal; the % refers to the signal ratio; note: potency is the fitted concentration of half-maximal effect; % is set by controls: 0 for no effect and ±100 for the full control effect
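S3 HeLa cells stably expressing lamin A-EGFP splicing minigene plus DsRed2, 600 cells/well, 48 h compound exposure at 37C. Laser-scanning cytometry; analysed as GFP (500-530 nm)/RFP (575-640 nm) total intensity ratio; 0.5% DMSO vehicle.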
KinaseGlo FLuc = counter-screen: inhibitors of Kinase-Glo firefly luciferase. actives 0.28% (n = 200,000). AID 1379. Potency, µM (top dose mostly 38.3 µM), for the others: at the highest dose activity change, negative = inhibition, actives largely listed as inhibitors. Q27757. Kinase-Glo luciferase, ATP luminescence, 8 min; note: potency is the fitted concentration of half-maximal effect; % is set by controls: 0 for no effect and ±100 for the full control effect; nearly all actives have a fitted effect of over 60% in size
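Luminescence was the read-out, taken after 8-minute incubation at ambient temperature. Luciferase turned over luciferin with 10 uM ATP in imidazole pH 7.2 buffer containing KCl, MgCl2, Tween 20 and BSA.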
HTT aggregate = mutant huntingtin aggregation inhibition; PC12 HttQ103-GFP aggregates, Acumen cytometry, 40 h; Potency, µM (titrated, usually from 46.1 µM), without a hit: at the top dose activity change, negative = inhibition, most hits filed as inhibitors; actives 1.1% (n = 220,000); AID 1688; note: potency is the fitted concentration of half-maximal effect; % is set by controls: 0 for no effect and ±100 for the full control effect; nearly all actives have a fitted effect of over 60% in size
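Using laser scanning cytometry, GFP-positive aggregates were counted after lysis of PC12 cells induced with 100 nM tebufenozide to express HTT exon 1 Q103–GFP. Compounds were tested in titration.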
IMPase Li cell = membrane-permeable IMPase blocker, potentiated with lithium; CHO-M1 cells, IP1 TR-FRET (IP-One), carbachol + lithium; Potency, µM (series often up to 59.4 µM), without a hit: at the highest dose activity, negative = IMPase inhibition, usual class: inhibitors; actives 0.35% (n = 210,000); AID 1457;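 note: IP1 builds up when IMPase is blocked and the TR-FRET signal falls; potency is the fitted concentration of half-maximal effect; plate controls were basal vehicle for no effect and high inhibitor control for full effect; nearly all actives have a fitted effect of over 50% in size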
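Readout is a homogeneous TR-FRET IP1 immunoassay (Ex 320, Em 665 and 620), where raised cytosolic IP1 lowers signal. Cells were CHO-M1 treated 30 min at 37C with test compounds plus a little lithium; AC50 values came from Hill-equation fitting.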
HTT cytoprotect = Huntington cell model cytoprotection by ATP luminescence; PC12 HTT-Q103 induced, cytoprotection, ATP luminescence, 40 h; Potency, µM (series often up to 56.4 µM), for the others: cytoprotection (ATP increase), actives largely listed as activators; actives 0.14% (n = 230,000); AID 1471;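 note: potency is the fitted concentration of half-maximal effect; % of control where 0% means no effect; nearly all actives have a fitted effect of over 45% in size; toxic huntingtin expression switched on by the ecdysone agonist tebufenozide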
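Compounds were screened for protection of PC12 cells against cell death after tebufenozide induction (100 nM final) of mutant Huntingtin exon 1 (Q103) fused to GFP.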
CBFb-RUNX1 inh = inhibitors of human CBF-beta and RUNX1 interaction; Q01196+Q13951; AlphaScreen CBFb-His/RUNX1-biotin binding, biochemical; Potency, µM (top dose mostly 59.8 µM), for the others: top-dose activity, negative = inhibition, actives largely listed as inhibitors; 230,000 tested, under 10 active; note: % of control where 0% means no effect
Target sequence (Q01196 whole entry, looked up): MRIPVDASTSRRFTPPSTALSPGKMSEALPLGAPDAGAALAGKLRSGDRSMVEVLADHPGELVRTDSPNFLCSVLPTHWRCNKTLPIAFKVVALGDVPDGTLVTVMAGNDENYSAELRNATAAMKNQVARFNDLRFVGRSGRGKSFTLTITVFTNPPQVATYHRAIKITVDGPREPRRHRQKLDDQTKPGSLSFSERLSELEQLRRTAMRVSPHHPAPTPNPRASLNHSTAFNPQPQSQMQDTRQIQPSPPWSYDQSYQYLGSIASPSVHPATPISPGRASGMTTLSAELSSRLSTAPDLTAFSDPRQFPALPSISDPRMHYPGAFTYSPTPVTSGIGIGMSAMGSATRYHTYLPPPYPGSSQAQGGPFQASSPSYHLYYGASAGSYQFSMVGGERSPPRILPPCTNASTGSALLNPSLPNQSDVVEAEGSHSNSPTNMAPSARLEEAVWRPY
Target sequence (Q13951 whole entry, looked up): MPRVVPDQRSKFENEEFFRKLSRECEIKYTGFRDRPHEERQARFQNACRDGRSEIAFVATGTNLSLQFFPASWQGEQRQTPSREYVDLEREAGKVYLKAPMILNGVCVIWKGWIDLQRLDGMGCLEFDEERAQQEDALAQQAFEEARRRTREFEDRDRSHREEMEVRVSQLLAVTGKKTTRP
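Interaction loss through any mechanism counts as activity. Pre-formed complex of His-CBF-beta and biotin-RUNX1 (30 nM apiece) is incubated with compound 15 min, then with 50 ng nickel and 50 ng streptavidin beads for 90 min before AlphaScreen detection.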
SMN2 splice up = increases expression of the SMN2 splice variant | Potency, µM (doses to about 46.1 µM), without a hit: at the top dose activity change, positive = activation, most hits filed as activators | HEK293 SMN2-luciferase splicing reporter, luminescence, 30-36 h | actives 2.8% (n = 210,000); note: potency is the fitted concentration of half-maximal effect; % of control where 0% means no effect; nearly all actives have a fitted effect of over 55% in size
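HEK293 cells carry an SMN2 […]–luciferase reporter in which exon 7 inclusion puts luciferase in frame. Cells were plated 10-12 h before compound addition, then incubated 30-36 h at 37C. ONE-Glo luminescence was read; sodium butyrate at 4.5 mM final served as control.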
An asterisk follows results filed as active; u = inconclusive; x = no result given; [ ] = another dose, or the depositor's remark. Unless noted, calls come from the whole dose curve; as a rule, active = well fitted curve in the direction sought with a large enough effect; inconclusive = small, poorly fitted or top-dose-only effect, or another doubt; inactive = no such curve, though single readings can be large; an effect the other way counts as inactive or inconclusive.

SMILES	LMNA splice mod	KinaseGlo FLuc	HTT aggregate	IMPase Li cell	HTT cytoprotect	CBFb-RUNX1 inh	SMN2 splice up
Cc1cc2nn(-c3cccc4ccccc34)nc2cc1N	-14%	0%	-12%	-20%	10%[10 µM]	11%	13µM*
CCOC(=O)C1=C(N)OC2=C(C(=O)CC(C)(C)C2)C1c1ccc(C)s1 (configuration not stated)	-3%[9.22 µM]	2%	-3%	4%	-8%	-3%	7%
CCOC(=O)C(C)Sc1nc2c([nH]c3ccccc32)c(=O)n1C (configuration not stated)	-10%	3%	4%	32%[activator]	21%[10 µM]	0%	u
O=C(OCc1ccc(Cl)c(Cl)c1)c1cnccn1	15%	1%	3%[9.22 µM]	14%[38.3 µM]	10%	0%	-5%
N#CC1=C(N)C2=CCCC[C@H]2[C@H](c2ccccc2)C1(C#N)C#N	u	1%	30%	3%	16%[10 µM]	8%	-18%
CCc1ccc(OCCCC(=O)Nc2nccs2)cc1	x	0%	x	6%	x	5%	-16%
COc1cc2[nH]c(=O)n(Cc3ccccc3Cl)c(=O)c2cc1OC	-1%	-3%	-3%	18%[38.3 µM]	10%	3%	u
O=C(c1ccco1)N1CCN(C(=O)N2CCOCC2)CC1	-5%	-7%	-6%	-10%[38.3 µM]	-24%	0%	-14%
O=C(NNC(=O)c1cccnc1)NC12CC3CC(CC(C3)C1)C2	-3%	2%	3%	3%	x	10%	16%
Oc1c(C(c2ccccc2)N2CCc3ccccc3C2)sc2ncnn12 (configuration not stated)	u	0%	-17%	13%	28%[10 µM]	12%	9%
Cc1cc(N2CCCCC2)nc(N2CCCCC2)n1	x	3%	25%	24%	-24%	-9%	-2%
Cn1nnnc1SCC(=O)N1c2ccccc2Sc2ccc(Cl)cc21	u	5%	-21%	43%[38.3 µM]	18%[10 µM]	9%	-9%
COc1ccc2c(c1)-c1ccccc1S(=O)(=O)N2C(C)=O	-4%	1%	9%	-15%[38.3 µM]	-18%[10 µM]	-4%	-11%
O=C(NCc1ccco1)c1cc2cc3ccc(Cl)cc3nc2o1	16%	-3%	-3%	17%[38.3 µM]	-62%[inhibitor]	-4%	-7%
COc1ccccc1CN1CC[C@@]2(CCCN(C(=O)c3cccc(F)c3)C2)C1	x	0%	x	5%	18%	x	-4%
CCOP(=O)(OCC)c1nc(-c2cccc([N+](=O)[O-])c2)oc1N1CCCCC1	x	-3%	2%	9%	-10%	0%	-17%
CCOc1ccc(-c2cn3ccccc3n2)cc1	x	8.9µM*	x	-5%	x	7%	0.89µM*
c1cn(CC2(Cn3ccnc3)COC2)cn1	13%	1%	6%	28%[38.3 µM]	-3%	5%	3%
CCOC(=O)N1CCN(C(=O)C2CCN(C(=O)c3cc(OC)cc(OC)c3)CC2)CC1	2%	1%	10%	7%	-4%[10 µM]	-8%	15%
Cc1c(C)n(CC(O)CN2C(=O)c3ccccc3S2(=O)=O)c2ccccc12 (configuration not stated)	3%	-5%	-31%	33%[38.3 µM]	5%	-11%	23%
O=Cc1ccc(-n2nncc2-c2ccc([N+](=O)[O-])cc2)cc1	2%[46 µM]	-1%	-13%[9.22 µM]	11%	-6%[10 µM]	3%	-4%
CC(C)N(Cc1ccccc1)S(=O)(=O)N(C)C	0%	1%	10%	18%[38.3 µM]	-1%	9%	x
CCOc1ccc(N(CC(=O)Nc2ccccc2C(=O)N2CCOCC2)S(=O)(=O)c2ccc(F)cc2)cc1	11%	-2%	-19%	5%	2%[10 µM]	-7%	4%
CCCn1nnc(NC(=S)NC(=O)c2ccc(-c3ccc(Br)cc3)o2)n1	x	x	23%[9.22 µM]	x	-32%[10 µM]	0%	x
Cc1ccc(C(OCC(C)(C)C[N+](C)(C)C)c2ccccc2)cc1 (configuration not stated)	x	-1%	-9%	23%	-19%	9%	-24%
O=C(CSc1nc2ccccc2n1CC(=O)N1CCCC1)NCc1ccc2c(c1)OCO2	u	-4%	-12%	-10%[38.3 µM]	-10%	7%	-14%
CC(C)(C)c1nn(-c2ccccc2)c2nc(Cl)c(C=O)cc12	-4%	-1%	10%	-2%[38.3 µM]	-5%	-1%	8%
CCOc1ccccc1-c1c2cc(O)c(=O)cc-2oc2cc(O)c(O)cc12	-8%	-13%	-4%	35%[activator]	8%[10 µM]	-6%	-18%
Nc1ccccc1-n1cccc1	x	x	-12%[9.22 µM]	x	-8%[10 µM]	10%	x
Cc1nn(CC#N)c(=O)n1N(C)c1ncc(C(F)(F)F)cc1Cl	4%[46 µM]	3%	0%	-8%	-26%	12%	-1%
O=C(CNCC1CCCCC1)Nc1cccc(S(=O)(=O)N2CCOCC2)c1	10%[46 µM]	1%	26%	10%	-24%	5%	10%
CC(=O)C1=C(C)NC(SCSc2ccccc2)=C(C#N)C1c1cccnc1 (configuration not stated)	-13%	-2%	-6%	4%[38.3 µM]	-4%	12%	-7%
Cc1ccc(S(=O)(=O)N2CCN(C(=O)CN3CCc4ccccc4C3)CC2)cc1	-5%	-3%	-19%	15%[38.3 µM]	-11%	8%	2%
COc1ccc(-c2cc(C(F)(F)F)nc(SCC(=O)Nc3sc4c(c3C#N)CCC4)n2)cc1	-3%	3%	u	16%[38.3 µM]	13%[10 µM]	-2%	-4%
CCCCCOC(=O)C1=C(C)Nc2nnnn2C1c1ccc(OC)c(OC)c1OC (configuration not stated)	-3%	-3%	13%	23%[38.3 µM]	-11%	-18%	15%
CCN1CC(CN(C)Cc2nc(-c3ccc(C(F)(F)F)cc3)no2)CC1=O (configuration not stated)	x	1%	5%[9.22 µM]	5%	-9%[10 µM]	6%	-46%[inhibitor]
Fc1ccc(N/N=C/C=C/c2ccccc2)c(F)c1	-14%	0%	24%	13%	13%[1.9 µM]	5%	u
C/C(=N\N1C(=O)c2ccccc2C1=O)c1cccc([N+](=O)[O-])c1	-2%	-1%	-4%	-1%	x	1%	13%
Cc1ccc(OCC(=O)N/N=C/c2ccccc2)c([N+](=O)[O-])c1	12%[46 µM]	0%	-2%	-6%	-6%	-1%	-10%
CS(=O)(=O)N(CC(=O)N1CCN(Cc2ccccc2)CC1)Cc1ccccc1	-16%	1%	0%	32%[38.3 µM]	-9%[10 µM]	11%	-27%

Given bar-delimited: part of the list above.
Molecule | LMNA splice mod | KinaseGlo FLuc | HTT aggregate | IMPase Li cell | HTT cytoprotect | CBFb-RUNX1 inh | SMN2 splice up
C/C(=N\N1C(=O)c2ccccc2C1=O)c1cccc([N+](=O)[O-])c1 | -2% | -1% | -4% | -1% | x | 1% | 13%
Cc1ccc(OCC(=O)N/N=C/c2ccccc2)c([N+](=O)[O-])c1 | 12%[46 µM] | 0% | -2% | -6% | -6% | -1% | -10%

The listing picks up; the three compounds before the break are reprinted first.
SMILES	LMNA splice mod	KinaseGlo FLuc	HTT aggregate	IMPase Li cell	HTT cytoprotect	CBFb-RUNX1 inh	SMN2 splice up
C/C(=N\N1C(=O)c2ccccc2C1=O)c1cccc([N+](=O)[O-])c1	-2%	-1%	-4%	-1%	x	1%	13%
Cc1ccc(OCC(=O)N/N=C/c2ccccc2)c([N+](=O)[O-])c1	12%[46 µM]	0%	-2%	-6%	-6%	-1%	-10%
CS(=O)(=O)N(CC(=O)N1CCN(Cc2ccccc2)CC1)Cc1ccccc1	-16%	1%	0%	32%[38.3 µM]	-9%[10 µM]	11%	-27%
CC(C)OC(=O)CC(=O)CSc1nc2c(cc1C#N)CCC2	u	-5%	1%	7%[38.3 µM]	-7%	10%	-19%
O=C(Nc1ccc(NS(=O)(=O)c2ccccc2)cc1)c1cccnc1	6%[46 µM]	0%	17%[9.22 µM]	4%	23%[10 µM]	-1%	x
O=C(CN1CCN(c2ccccn2)CC1)N1CC(O)CO1 (configuration not stated)	x	-2%	-5%	3%	11%[10 µM]	-2%	4%
COC(=O)N/N=C/c1ccc(OC(=O)c2ccco2)c(OC)c1	x	x	7%[9.22 µM]	x	30%[10 µM]	3%	x
CCC/C=N/NC(=O)c1ccc(F)cc1	-1%[46 µM]	-2%	3%	1%	19%[10 µM]	6%	16%
Cc1ccc(S(=O)(=O)N(c2cccc(C)c2)C2CCS(=O)(=O)C2)cc1 (configuration not stated)	-1%	-3%	15%	7%[38.3 µM]	6%	5%	-10%
Cc1ccc(S(=O)(=O)Nc2cc(C(C(=O)OC(C)C)C(=O)C(F)(F)F)c(O)c3ccccc23)c(C)c1 (configuration not stated)	4%	-1%	u	6%	-1%[10 µM]	-3%	-21%
COC(=O)/C(=C\Nc1ccc(Cl)cc1Cl)NC(=O)c1ccc(OC)cc1	x	x	-29%[9.22 µM]	x	-47%[inhibitor][10 µM]	1%	x
CCOC(=O)CNC(=S)N(Cc1ccccc1F)C1CCCCC1	x	1%	0%	2%	-3%	10%	x
Cc1ccc(S(=O)(=O)N2CCCN(S(=O)(=O)c3ccc4ccccc4c3)CC2)cc1	u	0%	u	4%	12%[10 µM]	5%	-68%[inhibitor]
O=c1c2oc3ccccc3c2ncn1Cc1ccccc1F	5%	-7%	19%	-14%[38.3 µM]	-7%	-2%	3%
S=C(Nc1ccccn1)NC1CCCC1	x	-1%	17%	23%	27%[10 µM]	-4%	-64%[inhibitor]
CC(=O)Nc1ccc(S(=O)(=O)NC2(C(F)(F)F)NC(=O)N(C3CCCC3)C2=O)cc1 (configuration not stated)	3%	5%	-6%	15%[38.3 µM]	30%	7%	28%
CN(C(=O)CSc1nc(-c2ccccc2)cn1N)C(c1ccccc1)c1ccccc1	-11%	17%	u	59%[activator][38.3 µM]	-11%	-23%	-27%
COc1ccccc1OCCNC(=O)C(c1ccccc1)c1ccccc1	x	x	10%[9.22 µM]	x	32%[10 µM]	-3%	x
COc1cc(C(O)P(=O)(OCCC(C)C)c2ccc(N(C)C)cc2)cc(OC)c1OC (configuration not stated)	x	x	-7%[9.22 µM]	x	-11%[10 µM]	0%	x
Cc1sc2nc(C(C)Sc3nnc(C)n3-c3ccccc3)[nH]c(=O)c2c1C (configuration not stated)	16%	0%	3%	22%[38.3 µM]	-6%[10 µM]	1%	16%
Cc1ccc(C)c(NC(=O)CSc2nnc(-c3n[nH]c4ccccc34)o2)c1	-2%	2%	13%	-3%	x	0%	0%

Compound activity as filed in PubChem.

Compounds as they come; about 4% have a hit in one of these screens.
